# Bioassay records (PubChem)
# All columns: NCI-60 one-dose screen, growth in % after 48 h at 10 µM unless noted; 100 = growth as untreated, 0 = no growth, -100 = all killed.
# SF-539 – SF-539 CNS cancer; 6.8% of 81,000 active
# SF-268 – SF-268 CNS cancer cells | 3.1% of 82,000 active | AID 1794759
# ACHN – ACHN renal cancer. 4.9% of 81,000 active. AID 1794771
# CAKI-1 – CAKI-1 renal cancer; 4.7% of 75,000 active
# A498 – A498 renal cancer cells. 5.4% of 76,000 active. AID 1794774
# SNB-75 – SNB-75 CNS cancer; 5% of 79,000 active; AID 1794750
# SNB-19 – SNB-19 CNS cancer cells; 2.5% of 81,000 active
# RXF 393 – RXF 393 renal cancer cells; 6.9% of 77,000 active; AID 1794773
# The depositor's hits bear a star; x = no result given; & = joins results of further samples; ! = repeats disagree; [ ] = remark or other dose. How the source made its calls: active means growth percent below 10; inactive means the rest. Not a hit list; 12% or so of the library scored in one or more.
Compound	ACHN	SF-268	SNB-75	A498	SNB-19	SF-539	RXF 393	CAKI-1
COc1ccc(C2Nc3ccccc3C(=O)N2/N=C(\C)c2c(O)cc(C)oc2=O)cc1 (centres undefined)	106	111	100	93	101	104	114	x
COc1cc(SSc2cc(OC)cc([N+](=O)[O-])c2N)c(N)c([N+](=O)[O-])c1	102	105	87	97	99	100	x	x
CC1(C)CC(=O)C2=C(C1)N(c1ccc(OC(F)(F)F)cc1)C(N)=C(C#N)C2c1ccc(Br)cc1F (centres undefined)	41	37	54	31	34	75	43	50
CN(C)CCNC(=O)c1cc2c3cc(Cl)ccc3[nH]c2c2ncccc12	10	13	45	27	40	5.1*	16	24
C=CCn1c(SCCc2c[nH]c3ccccc23)nnc1-c1ccncc1	103	96	100	98	99	92	107	89
O=C(Cc1ccc(/C=C/C(=O)c2ncc[nH]2)cc1)NC1CCCCC1	89	72	78	90	59	71	83	x
CCC(=O)OC1=C(C)SC2=NC(c3ccc(N)cc3)=CC(c3cc(OC)c(OC)c(OC)c3)N21 (centres undefined)	98	100	93	109	93	90	96	110
CC(=O)OCC(=O)[C@@]1(O)CC[C@H]2[C@@H]3CC[C@H]4C[C@@H](O)CC[C@]4(C)[C@H]3C(=O)C[C@@]21C	111	100	115	44	103	109	107	103
COc1ccc(NC(=O)c2sc3nc4c(cc3c2N)C(=O)CCC4)c(OC)c1	108	99	91	99	96	115	107	98
O=C1c2ccccc2C(=O)c2c(Cl)ccc(O)c21	90	86	109	72	104	x	89	94
Cn1c2c(c3ccc(-c4ccn[nH]4)cc3c1=O)C(=O)c1ccccc1-2	-8.8*	41	71	60	27	37	91	x
Cc1c(Cc2cccc(C(F)(F)F)c2)sc2nc(=O)c3cn(C)nc3n12	55	85	99	90	96	84	117	55
COc1cc2nc(N3CCCC3)nc(NCCc3c[nH]c4ccccc34)c2cc1OC	100	97	88	81	102	99	101	96
CCN(C(=O)CN1CCN(c2cc(=O)[nH]c3ccc(F)cc23)CC1)c1ccccc1	100	92	81	91	87	91	95	88
O=C(Nc1ccc2[nH]c(=O)[nH]c2c1)c1nn(Cc2ccccc2)c(=O)c2ccccc12	95	82	97	x	78	94	79	94
CCOC(=O)/C(=C(\[O-])OCC)[n+]1ccccc1	103	98	76	82	92	101	103	97
CCN(CC)CCNC(Cc1ccccc1)c1ccccc1 (centres undefined)	100	102	85	79	98	109	102	100
CCCCNC(=O)OCC	101	115	85	107	112	92	97	101
C=C(C)[C@@H]1CC[C@]2(C(=O)N[C@H](Cc3ccccc3)C(=O)OC)CC[C@]3(C)[C@H](CC[C@@H]4[C@@]5(C)C/C(=C/c6ccco6)C(=O)C(C)(C)[C@@H]5CC[C@]43C)[C@@H]12	101	94	88	91	90	102	116	91
NC(N)=Nc1ccc(Oc2cccc(NC(N)=Nc3ccc(Br)c(C(F)(F)F)c3)c2)cc1	93	19	63	48	10	40	x	72
NC(=O)C(O)C(Br)(Br)Br (centres undefined)	103	103	82	126	92	96	112	89
O=c1[nH]c2ccc(Br)cc2o1	106	88	76	100	102	100	112	71
CSc1nc2nc3c(c(-c4ccc5c(c4)OCO5)c2c(=O)[nH]1)CN(C)C/C3=C\c1ccc2c(c1)OCO2	102	109	90	93	104	100	106	108
NS(=O)(=O)c1ccc(NNC(=O)CCC(=O)c2ccccc2)cc1	101	96	92	94	98	103	119	90
CCCC(=O)Oc1ccc(C(C)(C)C)cc1C(C)c1ccccc1 (centres undefined)	99	96	96	86	105	102	97	95
Cn1cc(-c2nc(-c3c[nH]c4ccccc34)cs2)c2cccnc21	57	52	-6.2*	-0.2*	52	x	28	30
CCCCCCCCCCCCCCCCCCO	105	106	x	92	99	120	120	97
CC(C)OCc1cn[nH]n1	112	104	106	105	117	108	113	103
CCc1c(C)c2ccc(O)c(-c3cc(-c4ccccc4)c(C#N)c(N)n3)c2oc1=O	90	94	74	77	102	95	90	76
CC(C)/C=N/Nc1ccc([N+](=O)[O-])cc1[N+](=O)[O-]	68	79	98	88	99	98	103	58
O=C(c1ccccc1)C(O)(c1ccccc1)c1ccccc1	103	96	99	117	108	114	113	85
CC(=O)N1N=C(c2ccc(Nc3nc(Nc4ccc(F)cc4)nc(Nc4ccc(Cl)cc4)n3)cc2)CC1c1ccc(Oc2ccccc2)cc1 (centres undefined)	85	95	69	101	75	102	81	82
Fc1ccc(N2N=NC3CCc4ccccc4C32)cc1 (centres undefined)	74	85	62	124	81	97	104	43
CC(=O)Nc1ccc(/C=C2\C(=O)NC(=S)N2/C=C(\C#N)c2ccc([N+](=O)[O-])cc2)cc1	108	100	99	88	97	110	96	101
C=C(C)C#CCN(CCO)C(C)C	95	97	81	93	107	90	95	95
C=CCC(O)[C@@]1(C)O[C@@H]1CC[C@H](C)C[C@H](CC=C)OC(C)=O (some centres undefined)	100	88	93	126	92	101	105	98
CC[C@H](Nc1ncnc2nc[nH]c12)c1nc(CCCCCC(=O)OC)c2ccccc2n1	107	91	79	104	96	105	112	x
COc1ccc(CNc2ccc3nc(NC(=O)CN4CCCCCC4)sc3c2)cc1	90	108	131	90	96	102	97	85
CCc1cccc(C)c1NC(=O)CCC(=O)OC	108	104	88	114	118	106	110	95
COc1cc(/C=N/NC(=O)c2ccc(C(F)(F)F)nc2Nc2ccc(Cl)cc2C)ccc1O	33	35	20	-38*	54	30	x	40

# Sorted by SMILES length (ascending): three of the compounds above
Compound	ACHN	SF-268	SNB-75	A498	SNB-19	SF-539	RXF 393	CAKI-1
NS(=O)(=O)c1ccc(NNC(=O)CCC(=O)c2ccccc2)cc1	101	96	92	94	98	103	119	90
CC(C)/C=N/Nc1ccc([N+](=O)[O-])cc1[N+](=O)[O-]	68	79	98	88	99	98	103	58
CSc1nc2nc3c(c(-c4ccc5c(c4)OCO5)c2c(=O)[nH]1)CN(C)C/C3=C\c1ccc2c(c1)OCO2	102	109	90	93	104	100	106	108

# (continued)
Compound	ACHN	SF-268	SNB-75	A498	SNB-19	SF-539	RXF 393	CAKI-1
CNNCc1ccc(C(=O)NC(N)=O)cc1	99	96	83	111	102	87	x	x
CCCCCCCCCCCCCCCC[N+](C)(C)CCN(Cc1ccc(OC)cc1)c1ncccn1	67&46	-93*!	13&52	-70*	-49*!	-91*!	-50*	44
COC(=O)c1ccc(C(=O)Nc2sc3c(c2C(N)=O)CCCC3)cc1	106	100	94	123	103	100	x	102
COc1ccc(C(=O)c2ccccc2)c(O)c1O	113	97	88	100	98	98	96	97
CC(=O)OC1CC2C(C)(C)CCC[C@]2(C)C2=C1C(O)=C(C(C)C)C(=O)C2=O (some centres undefined)	-95*	16	-13*	x	22	-8.0*	-60*	-5.2*
O=C(Nc1ccccc1)Nc1cccc(N=Cc2c(O)ccc3ccccc23)c1	97	86	71	88	98	89	105	88
C=C(C)[C@@H]1CC[C@]2(CO)CC[C@]3(C)[C@H](CC[C@@H]4[C@@]5(C)CC[C@H](NOCCCN)C(C)(C)[C@@H]5CC[C@]43C)[C@@H]12	98	88	59	64	112	98	86	70
COc1nc2ccccc2cc1/C=C1/C=C(c2ccccc2)NC1=O	41	49	29	36	43	20	46	32
CCN(CC)CC(=O)Nc1ccc(C)c(Cl)c1	107	97	82	101	92	99	102	x
O=C1NN(c2ccccc2)C(c2cccnc2)=N/C1=C\c1ccc(Cl)cc1	97	93	78	70	99	99	103	95
O=CN1N=C(c2cccc(Nc3ccnc4cc(Cl)ccc34)c2)CC1c1ccc(Cl)cc1 (centres undefined)	46	37	-17*	11	49	19	-4.9*	19
Brc1cc(Br)c(N=Nc2c(Br)cc(Br)cc2Br)c(Br)c1	94	106	87	80	105	101	97	93
CCCOC(=O)N1CCCCC1C (centres undefined)	93	114	85	98	102	93	103	x
O=C(Nc1ccccc1)Nc1ncccc1OCc1ccccc1	93	100	89	88	90	99	99	94
Oc1ccc(C#CCOc2ccccc2)cc1CNCCN(Cc1ccccn1)Cc1ccccn1	9.7*	13	26	-22*	21	11	16	28
CC[C@H](c1ccc(F)cc1)[C@@H](CC)c1ccc(F)cc1	106	109	90	89	x	99	116	99
C[P+](C)(c1ccccc1)c1ccccc1	90	101	84	81	110	92	91	98
Cc1cccc(C)c1NC(=S)NC=C(C(N)=O)C(N)=O	102	105	96	84	106	112	105	100
O=C(O)C(=O)C(O)C(O)C(O)CO (centres undefined)	104	98	98	90	125	98	112	100
O=C1c2ccc(O)cc2C(=O)c2c1ccc(O)c2O	72	74	59	94	86	57	45	x

# Some of the entries so far, as labelled records.
O=C(O)C(=O)C(O)C(O)C(O)CO (centres undefined)
  ACHN: 104 | SF-268: 98 | SNB-75: 98 | A498: 90 | SNB-19: 125 | SF-539: 98 | RXF 393: 112 | CAKI-1: 100
O=C(Nc1ccccc1)Nc1ncccc1OCc1ccccc1
  ACHN: 93 | SF-268: 100 | SNB-75: 89 | A498: 88 | SNB-19: 90 | SF-539: 99 | RXF 393: 99 | CAKI-1: 94
COC(=O)c1ccc(C(=O)Nc2sc3c(c2C(N)=O)CCCC3)cc1
  ACHN: 106 | SF-268: 100 | SNB-75: 94 | A498: 123 | SNB-19: 103 | SF-539: 100 | RXF 393: x | CAKI-1: 102

# Further entries follow.
Compound	ACHN	SF-268	SNB-75	A498	SNB-19	SF-539	RXF 393	CAKI-1
COC(=O)c1ccc(C(=O)OC)cc1	105	99	97	x	105	97	111	104
O=C1NC(=C(Cl)Cl)/C(=N/S(=O)(=O)NCc2ccc(Cl)cc2)N1	105	98	77	93	96	89	106	108
O=C(O)c1cccc(-c2ccccc2)c1O	100	102	90	122	92	95	89	95
CCN(CC)CC(O)CO (centres undefined)	100	102	76	100	113	98	113	107
COc1ccc(SC2c3ccc(O)cc3Oc3nc(N)c(C#N)c(N)c32)cc1 (centres undefined)	98	57	85	85	79	52	122	x
CSc1ccc(Cl)c(C(=O)Nc2sccc2C(N)=O)c1	102	94	105	94	81	100	60	112
O=C(O)C1(NO)CCCCC1	117	104	97	104	101	105	129	106
CCOC(=O)Nc1cc(C(F)(F)F)cc(C(F)(F)F)c1	102	102	92	94	99	93	107	93
Cc1ccc(C2OCC(C)([N+](=O)[O-])CO2)cc1 (centres undefined)	106	100	92	95	93	96	103	102
Nc1nsc(C(=O)c2ccc(O)cc2)n1	91	101	101	115	103	93	120	92
CCOC(=O)c1c(C)c2c(n1Cc1ccccc1)CSc1cc(C(=O)c3ccccc3)c(=O)[nH]c1-2	93[100 µM]	96[100 µM]	75[100 µM]	103[100 µM]	89[100 µM]	72[100 µM]	59[100 µM]	65[100 µM]
CCN1C(=O)N(CC)C2Nn3c(s/c(=C\c4cccc([N+](=O)[O-])c4)c3=O)=NC21 (centres undefined)	50	64	20	5.3*	53	13	25	35
COc1ccc(N(C(=O)c2cccc(OC)c2)C(C(=O)NC(C)(C)C)c2cc3c(C)cc(C)cc3nc2Cl)cc1 (centres undefined)	74	75	80	62	83	97	81	62
Cc1nc2sc(C(=O)Nc3cncc4ccccc34)c(N)c2cc1C(C)O (centres undefined)	99	98	88	x	94	103	103	82
Clc1ccc(-c2cc(-c3ccccc3)nc(Nc3nc4ccccc4[nH]3)n2)c(Cl)c1	96	102	87	113	102	103	108	103
CC(=O)Nc1ccc(-n2cnc3cc(-c4ccc(NS(C)(=O)=O)cc4)ccc32)cc1	52	47	36	87	61	65	93	18
CN(C)NC=O	102	101	79	109	102	94	112	114
NC(=S)Nc1cccc(Cl)c1	93	122	70	76	106	133	93	81
Cc1cc2c(n1Cc1ccccc1)CSCC2=O	86[100 µM]	84[100 µM]	43[100 µM]	91[100 µM]	65[100 µM]	81[100 µM]	120[100 µM]	48[100 µM]
CC(=O)Nc1ccc2cc3ccc(NC(C)=O)cc3nc2c1	58&79	57&64	83&71	113&115	73&79	87&96	103&83	97&46
Cc1ccc(-c2nonc2NC(=O)/C(C#N)=C/c2c(Oc3ccccc3)nc3ccccn3c2=O)cc1	98	93	86	68	91	93	107	79
N=Nc1nc(Nc2[nH]c3ccccc3c2O)n[nH]1	95	98	98	114	101	97	108	80
CCOC(=O)c1c(Cl)c2c(n1Cc1ccc(C)cc1)-c1oncc1CC2	98	100	101	106	99	111	112	88
O=C(O)CN1C(=O)/C(=C/c2ccccc2)SC1=S	101	96	98	102	98	93	104	96
O=[N+]([O-])c1ccc2c(c1)Cc1cc(I)ccc1-2	110	103	106	102	109	116	101	102
CCOc1cc(/C=N\NC(=O)C[N+](C)(C)C)ccc1O	103	109	106	115	117	120	120	96
C#Cc1nc(/C=C/CCCCCCC(=O)NO)cs1	-39*	83	-17*	74	86	-89*	-6.5*	-11*
COc1ccc(Nc2nc(/N=C/c3ccc(C)cc3)n[nH]2)cc1	103	105	106	117	100	95	101	93
CN(C)c1ccc2c(c1)COC(=O)C2c1ccc(N)cc1 (centres undefined)	103	122	87	77	97	106	107	94
Cc1ccc(N2CCN(C(=S)Cc3cccc4ccccc34)CC2)cc1	108	91	106	74	107	109	110	84
Cc1ccc(-c2cc(C(=O)O)c3ccccc3n2)c(C)c1	107	102	71	x	95	92	110	87
COc1ccc(Nc2nc(Nc3cc(C)[nH]n3)c3cc(OC)c(OC)cc3n2)cc1	-100*[20 µM]	-67*[20 µM]	-95*[20 µM]	-99*[20 µM]	-99*[20 µM]	-97*[20 µM]	-94*[20 µM]	-100*[20 µM]

# Two compounds from above, showing only SF-539, A498 and SNB-75.
Compound	SF-539	A498	SNB-75
CCOC(=O)c1c(Cl)c2c(n1Cc1ccc(C)cc1)-c1oncc1CC2	111	106	101
Cc1ccc(-c2nonc2NC(=O)/C(C#N)=C/c2c(Oc3ccccc3)nc3ccccn3c2=O)cc1	93	68	86
